KCNK3 block: human KCNK3 channel inhibition, primary screen; B-score at 10 µM; CHO-KCNK3 thallium flux, FluxOR fluorescence; active compounds read low; 0.84% of 340,000 active; O14649;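 active = B-score under library mean minus 4 SD, starting fluorescence ratio at most library mean plus 5 SD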;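 also: more negative B-score means stronger inhibition of thallium flux through KCNK3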
hERG rescue: compounds protecting human hERG from proarrhythmic drug block. activation (rescue from dofetilide block), less the hit threshold, % at 10 µM. Q12809. CHO-hERG, FluxOR thallium flux, dofetilide IC70 present. 0.51% of 310,000 active. AID 1511;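 active = activation above the mean of controls blocked by dofetilide plus 5 SD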;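 also: thallium influx through hERG after potassium depolarization seen as dye fluorescence rise; in these data hits start at about 4.7%; inactives centre near -7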
Target sequence (Q12809 whole entry, looked up): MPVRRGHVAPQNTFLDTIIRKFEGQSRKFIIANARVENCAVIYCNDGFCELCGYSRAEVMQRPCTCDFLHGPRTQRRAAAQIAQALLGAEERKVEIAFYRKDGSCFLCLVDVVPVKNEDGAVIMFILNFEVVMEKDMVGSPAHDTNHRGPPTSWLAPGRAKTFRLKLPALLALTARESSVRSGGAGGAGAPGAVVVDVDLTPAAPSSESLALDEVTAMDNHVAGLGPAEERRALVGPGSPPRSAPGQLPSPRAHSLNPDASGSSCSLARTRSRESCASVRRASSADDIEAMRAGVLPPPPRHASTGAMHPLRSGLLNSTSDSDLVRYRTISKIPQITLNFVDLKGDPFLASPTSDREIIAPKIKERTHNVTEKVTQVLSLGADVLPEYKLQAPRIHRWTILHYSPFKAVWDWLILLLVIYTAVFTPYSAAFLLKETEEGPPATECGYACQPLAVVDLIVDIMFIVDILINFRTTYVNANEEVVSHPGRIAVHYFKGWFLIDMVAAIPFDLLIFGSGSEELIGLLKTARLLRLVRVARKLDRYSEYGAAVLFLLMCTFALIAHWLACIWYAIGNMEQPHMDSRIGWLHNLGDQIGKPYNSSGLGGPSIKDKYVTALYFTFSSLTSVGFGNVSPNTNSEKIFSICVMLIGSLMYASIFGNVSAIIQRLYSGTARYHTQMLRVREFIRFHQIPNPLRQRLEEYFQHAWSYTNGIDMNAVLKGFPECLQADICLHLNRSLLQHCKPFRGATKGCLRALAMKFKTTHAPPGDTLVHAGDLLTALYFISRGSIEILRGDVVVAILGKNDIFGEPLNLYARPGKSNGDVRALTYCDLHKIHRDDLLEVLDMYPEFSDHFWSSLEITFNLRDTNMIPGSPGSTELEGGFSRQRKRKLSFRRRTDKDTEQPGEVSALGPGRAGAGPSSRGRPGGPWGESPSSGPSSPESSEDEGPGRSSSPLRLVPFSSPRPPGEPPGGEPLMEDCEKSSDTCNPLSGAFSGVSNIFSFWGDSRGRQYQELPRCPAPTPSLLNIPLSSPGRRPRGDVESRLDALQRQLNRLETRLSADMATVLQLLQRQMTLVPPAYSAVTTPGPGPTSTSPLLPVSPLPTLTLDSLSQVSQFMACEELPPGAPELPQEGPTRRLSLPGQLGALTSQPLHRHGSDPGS
KCNQ1 inh: blocks the human KCNQ1 potassium channel; CHO-K1 KCNQ1, FluxOR thallium flux fluorescence; active compounds read high; 1.3% of 310,000 active; AID 2642; B-score at 10 µM; P51787;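 active = compounds whose thallium flux B-score, printed positive for inhibition, exceeds three library SD while starting fluorescence stays within three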;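 also: channel opened by potassium depolarization with thallium stimulus after 20 min compound exposure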
TRPC4 act: activators of mouse TRPC4 channel; HEK293 TRPC4beta/mu-opioid, Fluo4 calcium fluorescence; active compounds read high; B-score at 10 µM; 0.49% of 310,000 active;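 active = B-score above 5 SD of library B-scores, and initial fluorescence ratio not above library mean plus 5 SD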;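 also: positive B-score marks a calcium rise read as TRPC4 activation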
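system = HEK293 cells stably co-expressing mouse TRPC4beta and mu-opioid receptor | schedule = Fluo4 dye loading 45 min at room temperature, 110 s recording | measure = B-scored integrated calcium fluorescence ratio | signal = Fluo4 calcium-sensitive dye fluorescence, kinetic, 1 Hz baseline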
Dyrk1A ADPGlo: Dyrk1A (rat) kinase inhibition | Q63470 | ADP-Glo luminescence, NFATc1 peptide | inhibition, % at 12.5 µM | 0.43% of 310,000 active | AID 504441; in the data active = inhibition above about 50%;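 also: plate controls were vehicle with enzyme for no effect and no enzyme for full effect; many of its hits are not listed in these tables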
HDAC3 inh: inhibitors of human histone deacetylase 3. O15379. recombinant HDAC3, fluorogenic peptide/trypsin coupled, fluorescence. inhibition, % at 8.3 µM. 0.15% of 320,000 active. AID 2718; in the data active = inhibition above about 26%, passing the limit was not always enough; inconclusive = no clear call, values can overlap the other calls
KCNK9 block: inhibitors of human KCNK9 two-pore domain potassium channel; Q9NPC2; HEK293 KCNK9, FluxOR thallium flux fluorescence; active compounds read low; B-score at 10 µM; 1.2% of 310,000 active;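 active = ratio B-score over 3 SD below the library mean, with starting fluorescence within 5 SD of its mean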;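 also: negative B-score means less thallium flux so channel inhibition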
TMEM16A inh: inhibitors of mouse TMEM16A calcium-activated chloride channel. Q8BHY3. 1.2% of 310,000 active. normalized B-score (activity score, 25-100; higher = stronger inhibition) at 10 µM. AID 588511. HEK293 TMEM16A/YFP iodide influx fluorescence, ionomycin;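 active = ratio plate-corrected score three or more library SD toward inhibition, starting fluorescence score within five deviations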;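 also: score derived from kinetic fluorescence span divided by baseline fluorescence per well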
TRPC4 PAM: allosterically enhances the mouse TRPC4 cation channel. Q9QUQ5. HEK293 TRPC4beta/mu-opioid, DAMGO EC20, Fluo-4 Ca2+ flux; active compounds read high. B-score at 10 µM. 0.42% of 310,000 active;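 active = B-score of calcium response area above 5 SD of library B-scores, with initial fluorescence ratio within 5 SD of library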;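 also: B-score of integrated fluorescence ratio over time as area under calcium response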
KCNQ1 pot: potentiates or activates the human KCNQ1 potassium channel; P51787; CHO-K1 KCNQ1, thallium flux FluxOR fluorescence; active compounds read high; B-score at 10 µM; 0.35% of 310,000 active; AID 2648;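 active = fluorescence ratio B-score, a plate-corrected score, at least three library SD, with initial intensity B-score within 5 SD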
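Test system: CHO-K1 cells stably expressing KCNQ1 / Medium: assay buffer / Also added: depolarizing K+/Tl+ stimulus, K2SO4 and Tl2SO4 each 12.5 mM in 5x stock / Incubation: 90 min dye loading and 20 min compound exposure, both at room temperature / Signal: thallium influx via FluxOR fluorescence, kinetic imaging / Evaluation: B score of baseline-normalized fluorescence ratio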
ANO1 activ: mouse TMEM16A channel activation, primary screen | Q8BHY3 | HEK293 TMEM16A/YFP-H148Q/I152L, iodide quench fluorescence; active compounds read low | B-score at 10 µM | 0.3% of 340,000 active | AID 623877;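 active = fluorescence-ratio B-score plate-corrected deviation score at least 3 library SD below zero, with starting fluorescence score within 5 deviations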;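 also: channel opened by trigger with iodide after compound preincubation; score built on the fluorescence ratio of max minus min over baseline; more negative score means more quench and so TMEM16A activation or potentiation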
* hit, by the source's call; i = inactive; ? = inconclusive; · = no result given. Only part of the results is shown (hit frequency here may not be typical).

SMILES | KCNK3 block | hERG rescue | KCNQ1 inh | TRPC4 act | Dyrk1A ADPGlo | HDAC3 inh | KCNK9 block | TMEM16A inh | TRPC4 PAM | KCNQ1 pot | ANO1 activ
COC(=O)C/C=C/[C@@H](C)[C@@H](/C=N/OC[C@@H](C)[C@H](OCc1ccccc1)C(C)C)NS(=O)(=O)c1ccc(C)cc1 | · | -13 | i | i | · | 14 | i | i | i | i | ·
COc1ccc(N2CCN(C(=O)CSc3ccc(C)cc3)CC2)cc1 | i | -6 | i | i | -4 | -10 | i | i | i | i | i
CC(=O)OCCOc1nc(NC(C)C)nc(NC(C)C)n1 | i | -4 | i | i | -8 | 2 | i | i | i | i | i
O=C(O)c1ccc2c(c1)C(=O)N(Cc1ccc3c(c1)OCO3)C2=O | i | -11 | i | i | 0 | 5 | i | i | i | i | i
OCCOCCOc1ccccc1OCCOCCO | i | -7 | i | i | -2 | -7 | i | i | i | i | i
O=C(CC1NCCN(Cc2ccccc2)C1=O)Nc1ccccc1 (stereo not given) | i | -10 | i | i | · | -4 | i | i | i | i | i
O=C(NNC(=O)c1cc(OCC(F)(F)F)ccc1OCC(F)(F)F)c1cccc(C(F)(F)F)c1 | i | -9 | i | i | 18 | 11 | i | i | i | i | i
C/C(CC1(O)C(=O)N(C)c2ccccc21)=N\O (stereo not given) | i | -3 | i | i | -6 | -2 | i | i | i | i | ·
COc1ccc(OC)c(NC(=O)c2c3c(nc4ccccc24)CCC3)c1 | i | -8 | i | i | 1 | 16 | i | i | i | i | i
CN(C)c1cccc(C(=O)NCC2CCCO2)c1 (stereo not given) | i | -5 | i | i | 0 | -7 | i | i | i | i | i
CCn1cc(C(=O)NC2CCCCC2C)c(=O)c2ccc(C)nc21 (stereo not given) | i | -8 | i | i | -5 | 1 | i | i | i | i | i
CCOc1ccc2nc(NC(=O)c3cc([N+](=O)[O-])ccc3N3CCOCC3)sc2c1 | i | 0 | i | i | 11 | 4 | i | i | i | i | i
CCOC(=O)C1=C(N)Oc2cc(O)ccc2C1c1cccnc1 (stereo not given) | i | -2 | i | i | 3 | 7 | i | 100* | i | i | i
CCN(CC)S(=O)(=O)c1ccc(-c2nnc(SCc3nnc(-c4ccc(C)cc4)o3)n2CC)cc1 | i | -17 | i | i | 3 | 12 | i | i | i | i | i
C=CCn1c(SC(C)C(=O)NCCC2=CCCCC2)nc2ccccc2c1=O (stereo not given) | i | -8 | i | i | -6 | -8 | i | i | i | i | i
COC(=O)CSc1nnc(SCc2ccc(OC)cc2)s1 | i | -6 | i | i | 6 | 7 | i | i | i | i | i
CCOc1ccccc1NC(=S)N1CCN(c2nc(-c3ccc(F)cc3)cs2)CC1 | i | -3 | i | i | -1 | · | i | i | i | i | i
O=C(COC(=O)c1cc([N+](=O)[O-])ccc1NCCO)Nc1cccc(S(=O)(=O)N2CCCC2)c1 | i | -7 | i | i | 0 | 9 | i | i | i | i | i
CSc1ccccc1NC(=O)c1cc(Cl)sc1Cl | i | -7 | i | i | 0 | -10 | i | i | i | i | i
Cc1ccc(SCC(=O)NCc2ccncc2)cc1 | i | -5 | i | i | -3 | 3 | i | i | i | i | i
CNC(=S)N=Nc1c(O)[nH]c2ccc(C(C)C)cc12 | i | -13 | i | i | -2 | 6 | i | i | i | i | i
O=C(CN1CCOCC1)NCc1ccccc1 | i | -3 | i | i | -4 | 2 | i | i | i | i | i
O=C(Cc1n[nH]c(=O)c2ccccc12)OCC(=O)c1ccc(F)c(F)c1 | i | -12 | i | i | -2 | 3 | i | i | i | i | i
COC(=O)C1=C(C)N(c2ccc(Br)cc2)C(=O)/C1=C\c1ccco1 | i | -9 | i | i | 3 | 7 | i | i | i | i | i
Cc1cnc(C(=O)Nc2nnc(C)s2)cn1 | i | -11 | i | i | 4 | -1 | i | i | i | i | i
Cn1c(=S)ccc2ccccc21 | i | -5 | i | i | -1 | 4 | i | i | i | i | i
CC(NS(=O)(=O)c1ccccc1)C(c1cccs1)N1CCN(C)CC1 (stereo not given) | i | -4 | i | i | -4 | 0 | i | i | i | i | i
CS(=O)(=O)N(CC(=O)NCC1CCCO1)c1ccc(Cl)c(Cl)c1 (stereo not given) | i | -2 | i | i | · | 0 | i | i | i | i | i
Cc1cccc(NC(=S)NC23CN4CN(CN(C4)C2)C3)c1C | i | -8 | i | i | 3 | 3 | i | i | i | i | i
Cc1cc2nc(C(F)(F)F)cc(-c3cccs3)n2n1 | i | -6 | i | i | 0 | 4 | i | i | i | i | i
CC(C)CCSc1nc2c(c(=O)[nH]c(=O)n2C)n1CCCc1ccccc1 | i | -15 | i | i | -6 | · | i | i | i | i | i
COC(=O)c1ccc(CSc2nnc(C)s2)cc1 | i | -6 | i | i | -6 | 1 | i | i | i | i | i
OCCC1CN(CCCc2ccccc2)CCN1Cc1ccc(F)cc1 (stereo not given) | i | -4 | i | i | 3 | ? | i | i | i | i | i
Cc1[nH]n(-c2ccc([N+](=O)[O-])cc2)c(=O)c1C=NCCN1CCN(C(=O)c2ccccc2)CC1 | i | -15 | i | i | 5 | -1 | i | i | i | i | i
CCOC(=O)/C(=C/c1ccc(OC(=O)c2ccncc2)cc1)C(C)=O | i | -14 | i | i | 0 | 6 | i | i | i | i | i
CC(NC(=O)Nc1ccccc1O)(C(F)(F)F)C(F)(F)F | i | -9 | i | i | 1 | 5 | i | i | i | i | i
Cc1[nH]c(=O)c(C#N)c2c1COC(C)(C)C2 | i | -9 | i | i | -1 | -3 | i | i | i | i | i
COc1cc(C(=O)Oc2ccc(Br)cc2C(=S)N2CCOCC2)cc(OC)c1OC | i | -8 | i | i | -6 | 1 | i | i | i | i | i
CC(NC(=O)COC(=O)Cc1ccsc1)C1CC2CCC1C2 (stereo not given) | i | -15 | i | i | -1 | -5 | i | i | i | i | i
Cn1c(=O)n(C)c2cc(S(=O)(=O)N3CCN(c4ccccc4)CC3)ccc21 | i | -11 | i | i | 2 | · | i | i | i | i | i
CCCC(=O)N(Cc1cc2cccc(C)c2[nH]c1=O)c1ccccc1OC | i | -9 | i | i | 10 | · | i | i | i | i | i
CCOC(=O)C1CCCN(C(=O)c2ccc(CS(=O)(=O)c3ccc(Br)cc3)o2)C1 (stereo not given) | i | -2 | i | i | 3 | 2 | i | i | i | i | i
Cc1ccc(C)c(OCCC(=O)OCC(=O)c2c(N)n(C)c(=O)n(C)c2=O)c1 | i | -13 | i | i | 12 | 1 | i | i | i | i | i
CC(C)C(=O)Nc1ccc(C(=O)Nc2ccc(Br)cc2F)cc1 | i | -4 | i | i | -4 | -7 | i | i | i | i | i
Cc1ccc(S(=O)(=O)N2CCCCC2)cc1C(=O)N1CCCC1 | i | -4 | i | i | 0 | · | i | i | i | i | i
O=[N+]([O-])c1cc(C(F)(F)F)ccc1N1CCC(O)CC1 | i | 2 | i | i | -2 | 10 | i | i | i | i | i
CCCCCCCCCCCC(=O)NC(C(=O)O)C(O)c1ccccc1 (stereo not given) | i | -5 | i | i | · | 5 | i | i | i | i | i
COc1ccc(S(=O)(=O)NCC(c2cccnc2)N2CCN(Cc3ccccc3)CC2)cc1C (stereo not given) | i | -9 | i | i | -4 | -3 | i | i | i | i | i
Cc1cccc(N2CCN(CC(=O)NCC3CCCCC3)CC2)c1C | i | -5 | i | i | 1 | 8 | i | i | i | i | i
CCCCNc1nc2c(S(=O)(=O)c3ccccc3)nnn2c2ccccc12 | i | -12 | i | i | -2 | · | i | i | i | i | i
CCOC(=O)Cc1csc(NC(=O)CSc2ncnc3c2cnn3-c2ccc(OC)cc2)n1 | i | -11 | i | i | 1 | -1 | i | i | i | i | i
CCCN(CCC)c1ncnc2c1cnn2-c1ccc(OC)cc1 | i | -1 | i | i | -4 | -1 | i | i | i | i | i
Cc1cc(C)n(C(=O)c2ccc(C)o2)n1 | i | -5 | i | i | 4 | -5 | i | i | i | i | i
COc1ccc(C2CC(=O)C3=C(C2)NC(C)=C(C(=O)Nc2ccccc2C)C3c2coc3ccc(C)cc3c2=O)cc1OC (stereo not given) | i | · | · | · | 28 | 1 | · | i | · | · | i
O=C(CSc1nnc(-c2ccccc2)o1)NC1CCCCC1 | i | -3 | i | i | -1 | -1 | i | i | i | i | i
CCCCOc1ccc(C(C)NC(=O)CCS(=O)(=O)Cc2ccc(C)cc2)cc1 (stereo not given) | i | -4 | i | i | -5 | 4 | i | i | i | i | i
Cc1ccc(Cl)cc1N1CCN(C(=O)Cc2ccc(-n3c(=O)[nH]c4ccsc4c3=O)cc2)CC1 | i | -8 | i | i | -3 | 2 | i | i | i | i | i
CC(=O)Oc1ccc(Nc2ccccc2)cc1 | i | -5 | i | i | 5 | -1 | i | i | i | i | i
COc1cc(NC(=O)CSc2ccc(-c3ccco3)nn2)cc(OC)c1 | i | -4 | i | i | -7 | 4 | i | i | i | i | i
CCn1c(C)nc2cc(S(=O)(=O)C(F)(F)F)ccc21 | i | -4 | i | i | 2 | -4 | i | i | i | i | i

Among those listed so far, these contain a Cl atom.
SMILES | KCNK3 block | hERG rescue | KCNQ1 inh | TRPC4 act | Dyrk1A ADPGlo | HDAC3 inh | KCNK9 block | TMEM16A inh | TRPC4 PAM | KCNQ1 pot | ANO1 activ
CSc1ccccc1NC(=O)c1cc(Cl)sc1Cl | i | -7 | i | i | 0 | -10 | i | i | i | i | i
CS(=O)(=O)N(CC(=O)NCC1CCCO1)c1ccc(Cl)c(Cl)c1 (stereo not given) | i | -2 | i | i | · | 0 | i | i | i | i | i
Cc1ccc(Cl)cc1N1CCN(C(=O)Cc2ccc(-n3c(=O)[nH]c4ccsc4c3=O)cc2)CC1 | i | -8 | i | i | -3 | 2 | i | i | i | i | i

Next section.
SMILES | KCNK3 block | hERG rescue | KCNQ1 inh | TRPC4 act | Dyrk1A ADPGlo | HDAC3 inh | KCNK9 block | TMEM16A inh | TRPC4 PAM | KCNQ1 pot | ANO1 activ
N#CC1=C(N)OC2=C(CCC/C2=C/c2ccoc2)C1c1ccoc1 (stereo not given) | · | -13 | i | i | · | · | i | · | i | i | ·
Cc1ccc(NC(=O)Cn2nnc(C(=O)NCc3ccc4c(c3)OCO4)c2N)cc1 | i | -6 | i | i | -2 | 6 | i | i | i | i | i
COc1ccc([C@@H]2CC=C(C(=O)O)[C@H](c3ccc(Cl)cc3)N2S(=O)(=O)c2ccc(Cl)cc2)cc1 | i | · | · | · | -3 | 1 | · | i | · | · | i
CCOC(=O)Cc1csc(NS(=O)(=O)c2ccc(Cl)cc2)n1 | i | -5 | i | i | -6 | 1 | i | i | i | i | i

Screening data as filed in PubChem BioAssay.
